# Source: PubChem BioAssay (several laboratories)
# S1P3 antagonist: blocks the human S1P3 receptor. Q99500. CHO S1P3 NFAT-BLA reporter, FRET fluorescence, antagonist mode. inhibition, % at 4.98 µM. 170,000 tested, 0.27% active. AID 485;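 active = inhibition above the plate cutoff, the mean inhibition of test wells on that plate plus 3 SD, cut at about 28% in these data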;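 note: cells challenged with S1P at its EC80 of 0.8 µM; blue over green emission ratio from cleaved BLA substrate after 4 h stimulation; 0% = S1P-stimulated wells and 100% = unstimulated DMSO-only wells; some compounds past the cut are filed as inactive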
# Target sequence (Q99500 whole entry, looked up): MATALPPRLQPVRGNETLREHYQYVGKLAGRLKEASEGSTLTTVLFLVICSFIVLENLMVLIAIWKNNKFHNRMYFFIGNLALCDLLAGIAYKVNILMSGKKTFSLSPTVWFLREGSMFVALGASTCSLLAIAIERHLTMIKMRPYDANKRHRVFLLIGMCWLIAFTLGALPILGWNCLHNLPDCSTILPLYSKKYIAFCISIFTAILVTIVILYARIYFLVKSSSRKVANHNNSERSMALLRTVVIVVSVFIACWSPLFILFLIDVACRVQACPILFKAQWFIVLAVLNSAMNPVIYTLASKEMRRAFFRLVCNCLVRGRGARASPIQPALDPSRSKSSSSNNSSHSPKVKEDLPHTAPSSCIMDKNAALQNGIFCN
# PPARg SRC3 recr: agonists of human PPARgamma SRC-3 coactivator recruitment. biochemical PPARgamma/SRC-3 coactivator recruitment assay. activation, % at 8 µM. 200,000 tested, 0.26% active; in the data active = activation above about 23%;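 note: 0% = DMSO and 100% = reference agonist; some compounds past the cut are filed as inactive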
# Target sequence (P37231 whole entry, looked up): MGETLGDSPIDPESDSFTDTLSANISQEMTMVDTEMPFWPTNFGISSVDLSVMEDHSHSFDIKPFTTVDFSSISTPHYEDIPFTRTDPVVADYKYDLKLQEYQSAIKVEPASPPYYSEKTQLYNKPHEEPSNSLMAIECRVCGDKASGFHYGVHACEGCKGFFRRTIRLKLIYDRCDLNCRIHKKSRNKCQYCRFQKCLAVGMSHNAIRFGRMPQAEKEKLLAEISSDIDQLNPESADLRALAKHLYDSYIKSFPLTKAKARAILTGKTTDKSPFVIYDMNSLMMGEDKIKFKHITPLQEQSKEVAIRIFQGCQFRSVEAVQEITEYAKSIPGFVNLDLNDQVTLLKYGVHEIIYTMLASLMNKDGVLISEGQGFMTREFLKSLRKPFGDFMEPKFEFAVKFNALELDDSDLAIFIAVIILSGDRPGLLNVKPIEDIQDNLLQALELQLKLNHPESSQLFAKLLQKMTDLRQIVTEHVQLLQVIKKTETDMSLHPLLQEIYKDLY
# ROMK primary: human ROMK K+ channel modulation, primary screen; P48048; Tet-inducible ROMK, thallium flux fluorescence; actives lie on both sides; B-score at 10 µM; 130,000 tested, 2% active;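 active = signal ratio slope over the read window, or its plate-corrected B-score, at least 3 SD from the plate mean, either direction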;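 note: B-score of the F/F0 ratio slope over 7 to 12 s after thallium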
# Diaphorase act: diaphorase activation or chemical reduction counter-screen; activation factor at 20 µM; AID 1229; Diaphorase/resazurin coupled assay, resorufin fluorescence, 16 min; hits give high values; 1 = vehicle wells, 0 = NADH-free wells; 190,000 tested, 0.005% active;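 active = diaphorase activity raised at least twofold by the compound at 20 µM; inactive = activation factor below 2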
#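 Assay system: bacterial diaphorase enzyme (C. kluyveri) / Input: enzyme 0.07 U/mL final / Medium: 50 mM HEPES pH 7.4 with 4.542 mM MgCl2, 0.005% Tween 20 / Doses: single compound dose of 20 µM, 1% DMSO final / Incubation: 16 min enzyme reaction, ambient temperature / Signal: fluorescence, excitation 544 nm and emission 590 nm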
# PMI act: phosphomannose isomerase (human) activation. P34949. purified human PMI, coupled resazurin fluorescence, 20 min; hits give high values; 1 = vehicle control, 0 substrate-free wells. activation factor at 20 µM. 190,000 tested, 0.005% active. AID 1214;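 active = activation factor of 2 or more at 20 µM, relative to plate controls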
# PMI act satM6P: activators of human phosphomannose isomerase at near-saturating mannose 6-phosphate; P34949; coupled PMI enzyme assay, resazurin fluorescence, 20 min; hits give high values; 1 = untreated enzyme, 0 = substrate-free blank; activation factor at 20 µM; 190,000 tested, 0.34% active; AID 1216;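 active = activation factor of 2 or more at 20 µM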
#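 test system = human PMI in coupled enzyme assay | medium = HEPES-buffered pH 7.4 with magnesium and detergent | also added = 1.0 mM mannose-6-phosphate substrate with 0.22 mM NADP+ | compound = 20 µM single dose | times = 20 min incubation at room temperature | measured by = resorufin fluorescence (Ex 544/Em 590 nm) from resazurin via diaphorase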
# PPARg SRC1 recr: agonists of human PPARgamma SRC-1 coactivator recruitment | P37231 | PPARgamma-SRC-1 coactivator recruitment biochemical assay | activation, % at 8 µM | 200,000 tested, 0.41% active; in the data active = activation above about 19%;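 note: 0% = DMSO and 100% = reference agonist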
# Diaph inh CS: counter-screen for diaphorase-based assays: diaphorase inhibitors and chemical oxidizers; diaphorase resazurin-to-resorufin fluorescence, NADH, 16 min; bacterial (C. kluyveri) enzyme, not human; inhibition, % at 20 µM; 190,000 tested, 0.69% active; AID 1217;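 active = primary screen inhibition at 20 µM above a set limit, cut at about 50% in these data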;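 note: plate controls were DMSO with full reaction for no effect and wells lacking NADH for full effect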
#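 material = Clostridium kluyveri diaphorase enzyme | amount = 0.14 U/mL diaphorase, enzyme working solution | schedule = incubation 16 min, room temperature | detection = fluorescence of resorufin formed from resazurin, Ex 544/Em 590 nm | benchmarks = positive control minus NADH, DMSO neutral control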
# SRC2 TRFRET art: flags TR-FRET format artefacts in PPARgamma SRC-2 recruitment agonist screen | TR-FRET artefact counter-screen; hits give high values | TR-FRET ratio at 8 µM | 200,000 tested, 0.4% active; in the data active = TR-FRET ratio above about 2000; note: inactives centre near 1500
# PPARg SRC2 recr: promotes SRC-2 coactivator recruitment by human PPARgamma | P37231 | PPARgamma LBD-SRC-2 recruitment, biochemical | activation, % at 8 µM | 200,000 tested, 0.34% active; in the data active = activation above about 22%;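 note: 0% = vehicle and 100% = reference agonist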
# G6PDH CS: counter-screen for G6PDH assay hits: L. mesenteroides G6PDH inhibition; Purified L. mesenteroides G6PDH, diaphorase/resazurin coupled fluorescence, 45 min; inhibition, % at 5 µM; 200,000 tested, 0.12% active; AID 1020; in the data active = inhibition above about 50%
# * = called active by the depositor; nt = not tested or not shown. Random draw from the library, and some 3.3% of all compounds hit somewhere here.
# The opening two compounds (preview)
SMILES,S1P3 antagonist,PPARg SRC3 recr,ROMK primary,Diaphorase act,PMI act,PMI act satM6P,PPARg SRC1 recr,Diaph inh CS,SRC2 TRFRET art,PPARg SRC2 recr,G6PDH CS
C=CCN1C(=O)[C@]2(c3ccccc31)C1CCCC=C1C(C#N)=C(N)C2(C#N)C#N (stereo not given in full),nt,-1,nt,0.8,1,0.7,1,25,1677,-4,10
CCC(=O)N1CCc2cc(S(=O)(=O)CCC(=O)Nc3cccc(C)n3)ccc21,-17,2,0.049,1,1.2,1.2,2,0,1426,7,0

# Results, from the first entry:
SMILES,S1P3 antagonist,PPARg SRC3 recr,ROMK primary,Diaphorase act,PMI act,PMI act satM6P,PPARg SRC1 recr,Diaph inh CS,SRC2 TRFRET art,PPARg SRC2 recr,G6PDH CS
C=CCN1C(=O)[C@]2(c3ccccc31)C1CCCC=C1C(C#N)=C(N)C2(C#N)C#N (stereo not given in full),nt,-1,nt,0.8,1,0.7,1,25,1677,-4,10
CCC(=O)N1CCc2cc(S(=O)(=O)CCC(=O)Nc3cccc(C)n3)ccc21,-17,2,0.049,1,1.2,1.2,2,0,1426,7,0
O=C(Cn1nc(-c2ccc3c(c2)OCCO3)ccc1=O)Nc1ccc(N2CCOCC2)cc1,nt,-1,nt,0.9,1,1,1,12,1465,3,9
COc1ccc(S(=O)(=O)N2CCN(c3nc4ccccc4nc3-n3nc(C)cc3C)CC2)cc1,-21,-3,nt,0.9,0.9,1,7,11,1572,1,6
Cc1ncsc1CCSc1nc2ccccc2c(=O)n1C,25,-15,nt,0.9,1,1,2,14,1723,6,-34
Cc1cc(NC(=O)CCN2C(=O)/C(=C\c3ccccc3Cl)SC2=S)no1,-10,3,1.4,1,1.1,1,4,2,1519,-5,12
CC(C)c1ccc(NC(=O)C(c2ccccc2)N2CCN(C=O)CC2)cc1 (stereo not given),13,-5,nt,1,1,1.1,10,2,1584,10,6
O=C(O)c1ccc(N2C(=O)CC(Cc3ccccc3)C2=O)cc1 (stereo not given),nt,-11,nt,1,1.2,1.1,-5,-3,1446,-5,9
CC(=O)NC1=NN(C(C)=O)C(C)(c2ccccc2)S1 (stereo not given),nt,5,nt,1,1.1,1,4,5,1641,8,-15
CCCCOCCCNC(=O)c1cccc(OC)c1,-3,0,-0.05,0.9,1,1,-1,13,1397,4,4
Cc1ccc(NC(=O)CSc2ncc(-c3ccccc3)n2C(=O)c2ccccc2)cc1,nt,-5,nt,0.9,0.8,1,-4,12,1505,-1,6
CCC1CCCCN1CCCNC(=O)C1CCC(Cn2c(=O)[nH]c3ccccc3c2=O)CC1 (stereo not given),nt,-6,0.52,0.9,1,1,-1,10,1320,0,4
CC(C)=CCCC1(C)C=Cc2c(ccc3c2[nH]c2cc(O)c(C)cc23)O1 (stereo not given),-11,-2,nt,0.8,0.8,0.8,-2,21,1512,-3,8
CCC(C)N1CC(C(=O)O)CC1=O (stereo not given),nt,-12,-1.2,0.8,0.9,1,4,23,1568,10,1
O=C(NNC1CC(=O)N(c2ccc(Cl)cc2)C1=O)c1ccco1 (stereo not given),-18,2,-0.11,1,1.1,1.1,-6,3,1418,-6,6
COc1ccccc1N1CCN(C(CNS(=O)(=O)c2cc(F)ccc2F)c2cccnc2)CC1 (stereo not given),4,-1,0.5,1.1,1,1,1,-9,1669,1,6
C=CCOc1ccc(C(=O)Nc2ccc(OCC)cc2)cc1,-1,4,1.1,1,1.1,1,4,0,1579,5,-4
COc1ccc(Cn2nnnc2C(c2ccc(C)cc2)N2CCN(C3CCCC3)CC2)cc1 (stereo not given),4,-7,nt,0.9,1,1.1,0,10,1503,5,-2
O=[N+]([O-])c1ccc2c(c1)C(N1CCOCC1)/C(=C/C1(O)CCCCC1)O2 (stereo not given),-1,7,nt,1.1,1.1,1,6,-8,1675,9,6
CCCCN(C)Cc1c(C)[nH]c2ccc(OCC)cc2c1=O,-15,3,nt,0.9,0.9,0.9,-2,5,1454,0,-12
C=CCSc1nnc2c(n1)OC(c1ccco1)Nc1ccccc1-2 (stereo not given),3,11,0.56,0.8,1,0.8,11,22,1515,8,11
O=C(Cc1cccs1)N1CCN(c2ccc(F)cc2)CC1,nt,1,nt,0.9,1,0.9,8,6,1622,6,4
CC1CCN(CCC(=O)Nc2ccc(Br)cc2)CC1,28,-20,-1.1,nt,nt,nt,-1,nt,1605,-7,nt
COc1ccc(CCC(=O)Nc2ccccc2C(F)(F)F)cc1,7,0,0.28,0.9,1,1,-7,10,1445,3,9
O=C(NCc1ccco1)c1cc(-c2cccnc2)nc2ccc(Cl)cc12,-11,7,nt,0.7,0.8,0.9,9,27,1651,9,1
SMILES,S1P3 antagonist,PPARg SRC3 recr,ROMK primary,Diaphorase act,PMI act,PMI act satM6P,PPARg SRC1 recr,Diaph inh CS,SRC2 TRFRET art,PPARg SRC2 recr,G6PDH CS
CC(=O)Cc1nsc(NC(=O)c2ccc(F)cc2)n1,-4,0,-0.14,1,1,1,3,-1,1496,-3,4
CC1C(=O)C(C)C(c2ccc([N+](=O)[O-])cc2)NC1c1ccc([N+](=O)[O-])cc1 (stereo not given),-10,1,0.47,nt,nt,nt,-3,nt,1370,-3,5
CCN(CC)S(=O)(=O)c1ccc(NC(=O)CN(c2ccc(OC)cc2OC)S(C)(=O)=O)cc1,5,7,nt,0.8,0.8,0.8,3,22,1457,11,4
Cc1ccccc1NS(=O)(=O)c1cccc(-c2nnc(-c3ccccc3)o2)c1,11,1,0.01,0.7,0.9,0.9,6,34,1547,-5,-3
O=C(CN1C(=O)c2ccccc2S1(=O)=O)Nc1ccc(S(=O)(=O)N2CCCCCC2)cc1,13,-10,nt,0.8,0.8,0.9,2,21,1596,-3,0
O=C(Oc1ccc2c(-c3ccccc3)cc(=O)oc2c1)C1CCCCC1,nt,12,nt,0.9,0.8,0.9,9,6,1466,8,4
CC1CNc2c(cccc2S(=O)(=O)N[C@@H](CCCN=C(N)N)C(=O)N2CC[C@@H](C)C[C@@H]2C(=O)O)C1 (stereo not given in full),-10,0,nt,0.9,0.9,1,3,12,1632,-2,5
CCc1c(C(=O)c2ccc(Cl)cc2)oc2c(C)c3oc(=O)cc(C)c3cc12,nt,-1,nt,1.1,1,1.1,-9,-11,1579,-3,9
Cc1ccc(C(=O)Nc2nc(C)c(C(=O)Nc3ccc4c(c3)CCC4)s2)cc1,-22,5,1.6,0.8,0.8,0.9,3,20,1495,5,-23
COc1ccc(-c2nnn(CC(=O)N(CC(=O)NCCC(C)C)c3ccccc3)n2)cc1OC,2,-15,-0.073,0.8,1,1,-7,18,1336,-6,-2
Cc1nnc(SCC(=O)c2ccc(S(=O)(=O)N3CCOCC3)cc2)n1-c1ccccc1,-9,11,0.54,0.9,1,0.8,5,12,1542,0,7
O=C(O)C1CC(=O)N(C2CCCCCC2)C1 (stereo not given),-2,4,0.91,0.9,0.9,0.9,-4,10,1494,0,0
Cc1nnc(C)c2c(C)n(C(c3ccccc3)c3ccccc3)c(C)c12,nt,0,-1.4,0.8,0.9,0.9,-3,23,1261,-1,5
COc1cc(/C=N/N2CCN(C3c4ccccc4-c4ccccc43)CC2)cc(OC)c1O,-4,4,nt,0.7,0.7,0.7,-8,27,1470,0,-11
Cc1ccccc1NC(=O)CCC(=O)N/N=C/c1cc([N+](=O)[O-])ccc1O,-8,3,-0.2,0.6,0.9,1.2,-2,43,1661,15,4
COc1cccc(NC(=O)COc2ccc(S(=O)(=O)NC(C)C)cc2)c1,nt,16,nt,1.1,1.1,1.1,3,-8,1678,-1,10
Cc1ccc(NC(=O)C2CCCO2)cc1[N+](=O)[O-] (stereo not given),-1,1,nt,1,1,1,2,3,1578,7,-12
COc1cccc2cc(C(=O)Nc3cccnc3N3CCOCC3)c(=O)oc12,nt,-8,nt,1,0.9,1,-4,-1,1508,2,-42
Cc1sc(NC(=O)/C=C/c2ccco2)c(C(=O)OC(C)C)c1C,-2,1,-0.75,0.9,0.9,1,2,12,1549,-2,-23
COc1ccc(OCC(=O)Nc2ccc(N3CCCCC3)cc2)cc1,-4,-1,-0.26,0.9,0.9,0.9,-5,8,1620,-4,17
O=C(c1ccc2ccccc2c1)N1CCN(c2ccc(C(F)(F)F)cn2)CC1,nt,4,0.44,0.8,0.9,0.9,1,16,1500,1,4
O=C(O)c1cc2cc(Cl)cc(Cl)c2oc1=O,-39,-6,-0.44,1,1.1,1.1,3,-1,1225,-10,6
COc1ccc(NC(=O)CN(C)CC(=O)Nc2ccccc2SC)cc1,-17,4,0.24,0.9,1,1.1,4,14,1750,7,0
CCc1cc(C(=O)N2CCOCC2)c(NC2=NS(=O)(=O)c3ccccc32)s1,19,-1,nt,0.9,1.1,1,3,9,1552,1,12
COc1ccccc1CN1CCNC(=O)C1CC(=O)O (stereo not given),-12,3,-0.57,nt,nt,nt,3,nt,1385,5,8
SMILES,S1P3 antagonist,PPARg SRC3 recr,ROMK primary,Diaphorase act,PMI act,PMI act satM6P,PPARg SRC1 recr,Diaph inh CS,SRC2 TRFRET art,PPARg SRC2 recr,G6PDH CS
CCCC1=C(C(=O)OCC)C(/C=C/c2ccccc2)n2ncnc2N1 (stereo not given),nt,1,nt,0.9,1,0.9,-2,8,1514,1,3
O=C(COC(=O)Cc1c(Cl)cccc1Cl)NCC1CCCO1 (stereo not given),14,3,-0.59,1.2,1.1,1,7,-18,1834,8,3
Cc1cc(NCc2ccco2)n2ncnc2n1,-6,2,0.42,0.9,1,1.1,-4,6,1628,5,-11
O=C(CCn1ccc([N+](=O)[O-])n1)Nc1nccs1,-15,5,0.32,0.9,1,1,3,9,1517,7,7
CCOC(=O)C1=C(CSc2nc(C)cc(C)c2C#N)OC(N)=C(C#N)C1c1ccccc1 (stereo not given),nt,-3,nt,0.6,0.6,0.5,0,37,1518,2,3
COc1ccc(N2CCN(C(=O)c3ccc(NS(=O)(=O)c4ccccc4)cc3)CC2)cc1,10,14,nt,1,1,1,4,-4,1533,10,9
COc1ccc(-c2cn3c(n2)CCC3)cc1,-10,14,nt,0.9,1,1,-1,9,1511,4,0
CC(=O)NCCC(=O)Nc1cc(F)ccc1C,nt,4,-1.3,0.9,1.1,1,3,7,1456,-1,9
COc1cc(OC)cc(C(=O)NCc2n[nH]c(=S)n2-c2ccccc2)c1,-39,-8,-0.36,1.1,1.2,1.1,0,-7,1430,0,6
